Screens deposited in PubChem by Columbia University Molecular Screening Center.
mHtt clearance: mutant huntingtin protein clearance; HeLa Exon1htt(103Q)mCFP, aggregate imaging; zero = plate's median compound well; AID 853; inhibition, % at 1.5 µM; 47,000 tested, 0.42% active;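 active means inhibition of aggregate fluorescence above about 70%, also judged a hit by eye on the cell image, limit read from the data, passing the limit was not always enough; inconclusive means no rule stated for this call; inactive means not judged a hit on image review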;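 further: cells exposed to compound for three days before fixation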
mHtt clearance grain fraction: second read-out of mHtt clearance, no call of its own (marks repeat the call); fraction fluorescence in grains; measured here: aggregate grain fluorescence fraction; hits give low values;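 scaled fraction of total cell fluorescence in grains with unit not stated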
The depositor's hits bear a star; i = inactive; ? = inconclusive; · = no result given.

mHtt clearance | mHtt clearance grain fraction | structure
7 | 16 | CCOc1ccccc1N(CC(=O)Nc1ccccc1C(=O)NCc1ccco1)S(C)(=O)=O
-44 | 29 | c1coc(CN(Cc2ccco2)c2ncnc3c2oc2ccccc23)c1
40 | 23 | Cc1ccc(CNC(=O)C2CC(c3cccc([N+](=O)[O-])c3)=NO2)o1 (stereo not given)
9 | 32 | CC1CCN(c2nncc3ccccc23)CC1
41 | 14 | CCN(CC)S(=O)(=O)c1ccc(-c2nnc(SCC(=O)Nc3cc(OC)cc(OC)c3)o2)cc1
-54 | 47 | COCC(C)NC(=O)c1cc(-c2cccc(OC)c2)on1 (stereo not given)
-5 | 39 | CCCCOC(=O)CSc1nnc(-c2cc(OC)c(OC)c(OC)c2)o1
3 | 19 | CCCn1nnc(NC(=O)c2ccccc2Cl)n1
-68 | 30 | C=CCSc1n[nH]c(-c2ccc(OCCC)cc2)n1
-5 | 19 | CCOc1nc(-c2ccccc2)ccc1-c1noc(-c2ccco2)n1
-12 | 22 | CCOc1ccccc1OCC(=O)NC1CCCCC1
19 | 15 | COc1ccc(-n2cc(-c3ccccc3)c3c(N4CCN(CCO)CC4)ncnc32)cc1
-65 | 31 | CCOC(=O)c1cc2cc3ccccc3cc2[nH]1
20 | 15 | COc1ccc(C(=O)N2CC3(C)CC2CC(C)(C)C3)cc1 (stereo not given)
-11 | 37 | COc1ccccc1-c1nnc(SCC(=O)NC2CCCCC2)o1
4 | 39 | Cc1ccc(C(C(=O)NC2CCCC2)N2CCc3ccccc32)cc1 (stereo not given)
10 | 19 | COc1ccc(NC(=O)CSc2nc(O)cc(=O)n2-c2ccccc2OC)cc1
-34 | 70 | Cc1ccc(N2CSC3=C(C#N)C(c4cccs4)CC(=O)N3C2)cc1 (stereo not given)
7 | 16 | COc1ccc(OC)c(S(=O)(=O)N2Cc3ccccc3CC2C(=O)Nc2nccs2)c1 (stereo not given)
6 | 34 | O=C(COC(=O)CCNS(=O)(=O)c1ccc(Cl)cc1)NCc1ccco1

Molecules shown so far that contain a halogen (2):
mHtt clearance | mHtt clearance grain fraction | structure
3 | 19 | CCCn1nnc(NC(=O)c2ccccc2Cl)n1
6 | 34 | O=C(COC(=O)CCNS(=O)(=O)c1ccc(Cl)cc1)NCc1ccco1

(list continues)
mHtt clearance | mHtt clearance grain fraction | structure
-8 | 42 | COc1ccc2c(C(=O)CN3CCN(CCO)CC3)c[nH]c2c1
25 | 24 | CCCCNC(=O)OC(C)CNC(=O)OC (stereo not given)
4 | 18 | O=C(c1cc(C2CC2)nc2ccccc12)N1N=C(C(F)F)CC1(O)C(F)F (stereo not given)
-21 | 57 | O=S(=O)(c1ccc(Br)cc1)N1CCN(c2ccc3nnc(-c4ccccc4)n3n2)CC1
-7 | 20 | C=C(C)c1cccc(C(C)(C)NC(=O)N2CCN(CC)CC2)c1
-33 | 27 | COc1cc(OC)cc(C(=O)N2CCN(C(=O)c3ccc(OC)c(OC)c3)CC2)c1
? | · | O=C(NC1(C(=O)NC2CCCCC2)CCCCC1)c1ccc2c(c1)OCO2
8 | 37 | CCOC(=O)c1c(C)cc(=O)oc1C
39 | 13 | Cc1nn(-c2cccc(Cl)c2)c2c1C(c1cccnc1)C(C#N)=C(N)O2 (stereo not given)
-6 | 25 | COC(=O)CNC(=O)C1CCCN1C(=O)OC(C)(C)C (stereo not given)
11 | 36 | OC(Cn1cccn1)c1ccccc1 (stereo not given)
46 | 13 | O=C(Nc1ccc(Cl)cc1)c1ccncc1
-24 | 25 | COc1ccc(-c2nn3c(-c4ccccc4)nnc3s2)cc1
15 | 17 | COc1ccc2c(c1OC)C(=O)N(c1ccc(C)c(C)c1)C2=O
5 | 39 | CCOC(=O)c1sc2ncnc(OC)c2c1C
14 | 17 | O=C(C1CC1)N1CCN(C(c2ccccc2)c2ccccc2)CC1
16 | 20 | CC(C)Oc1ccc(OCCCN2CCCCCC2)cc1
17 | 28 | CCOC(=O)N1CCN(C(=O)CN(c2cccc(C(F)(F)F)c2)S(=O)(=O)c2ccccc2)CC1
32 | 11 | CC(C)Nc1nc2n(c(=O)n1)CCN2C(C)C
-180 | 57 | C[C@@]12CC(=O)NC1N(C(=O)c1ccccc1)C(c1ccccc1OC(=O)c1ccccc1)C2 (stereo not given in full)
-6 | 18 | CCN(CC)CCCNC1CCS(=O)(=O)C1 (stereo not given)
-38 | 50 | CCn1c(CNc2ccc(F)cc2)nnc1SCC(=O)OC1CCCCC1
-40 | 44 | CCC1CCCCN1C(=O)Cn1c(=O)oc2ccccc21 (stereo not given)
-13 | 21 | CCOCC(=O)N1CCc2ccccc21
-42 | 52 | CCCN(CCC)CCNC(=O)CS(=O)Cc1nc(-c2ccc(C)cc2)oc1C (stereo not given)
36 | 12 | CN(C)Cc1ccc(O)c(CCc2ccccc2)n1
18 | 36 | O=C(/C=C/c1ccc(Cl)cc1Cl)n1cccn1
30 | 31 | CCc1c(C(=O)Nc2cc(C)ccc2OC)[nH]c(C)c1C(C)=O
-18 | 42 | CC1CC(=O)c2cnc(NCc3ccco3)nc2C1 (stereo not given)
-18 | 46 | Cc1ccc(NC(=O)c2sccc2SCc2cccc(C(F)(F)F)c2)cc1
6 | 16 | COc1ccc(-n2c(COc3cccc(C)c3)nnc2SCC(=O)NCc2ccco2)cc1
12 | 17 | CS(=O)(=O)N1CCC(C(=O)N2CCc3ccccc3C2)CC1
-33 | 59 | CCN(C(=O)COc1cc(=O)n(CC)c2ccccc12)c1cccc(Cl)c1
-18 | 28 | COc1cccc(-c2nc3ccccc3s2)c1
8 | 26 | CCc1cccc(NC(=O)CN2C(=O)NC3(CCCCCCC3)C2=O)c1
-23 | 23 | Cc1cccn2c(=O)c3cc(C(=O)NCc4ccco4)c(=N)n(CCOCCO)c3nc12
-21 | 41 | COC(=O)[C@@H](NC(=O)NC(C)CCc1ccccc1)C(C)C (stereo not given in full)
-53 | 58 | COc1cc(CNCc2cccs2)ccc1OCC(N)=O
45 | 19 | Nc1cc(Cl)ccc1N1CCOCC1
5 | 19 | Cc1cc(C)n(S(=O)(=O)c2cc(C)c(C)cc2C)n1

Five of the compounds above, as a markdown table.
| SMILES | mHtt clearance | mHtt clearance grain fraction |
| --- | --- | --- |
| COC(=O)CNC(=O)C1CCCN1C(=O)OC(C)(C)C (stereo not given) | -6 | 25 |
| OC(Cn1cccn1)c1ccccc1 (stereo not given) | 11 | 36 |
| O=C(Nc1ccc(Cl)cc1)c1ccncc1 | 46 | 13 |
| COc1ccc(-c2nn3c(-c4ccccc4)nnc3s2)cc1 | -24 | 25 |
| COc1ccc2c(c1OC)C(=O)N(c1ccc(C)c(C)c1)C2=O | 15 | 17 |

Remaining list, next part
mHtt clearance | mHtt clearance grain fraction | structure
32 | 12 | CC(=O)NC1=NN(C(C)=O)C(C)(CS(=O)(=O)c2ccc3ccccc3c2)S1 (stereo not given)
12 | 33 | CC1=C(C#N)C(NC(=O)C2CCCCC2)(C(F)(F)F)C(=O)N1 (stereo not given)
-11 | 41 | N#Cc1c(N)oc(-c2ccco2)c1-c1ccco1
-51 | 57 | COc1ccccc1OCc1ccc(C(=O)NCc2cccnc2)o1
-1 | 37 | COc1ccc(Nc2nnc(C)c3ccccc23)cc1C(N)=O
-26 | 43 | NC(=O)C1(S(=O)(=O)c2ccccc2)CCCCC1
-9 | 44 | CC(C)CSc1nc(N2CCOCC2)c2c(c1C#N)CC(C)(C)SC2
17 | 18 | O=C(c1ccccc1)c1ccc(N2CCOCC2)c(NC(=O)c2ccco2)c1
47 | 11 | CCNc1nc(SC(C)C(=O)Nc2ccccc2)nc(N2CCOCC2)n1 (stereo not given)
-20 | 22 | O=S(=O)(c1ccc2oc3ccccc3c2c1)N1CCOCC1
32 | 14 | CCCNC(=O)NC(=O)CSc1nnc(-c2ccncc2)n1CC
-39 | 41 | Cc1cc(N)ccc1N1CCCC1
54 | 14 | O=C(Nc1ccc(S(=O)(=O)N2CCOCC2)cc1)C1COc2ccccc2O1 (stereo not given)
-49 | 27 | COc1cc(C(=O)NCCN2CCCC2)cc(OC)c1OC
19 | 30 | O=C1CC(Sc2ncccn2)C(=O)N1c1ccccc1 (stereo not given)
-38 | 53 | O=C(NC(NCCCN1CCOCC1)(C(F)(F)F)C(F)(F)F)C1CCCCC1
-28 | 47 | Cc1cc(NC(=O)CSc2nc3ccsc3c(=O)n2CCCCC(=O)O)no1
34 | 13 | CC1(C)CN2C(=S)N(c3ccccc3)C(c3ccccc3)N2C1 (stereo not given)
12 | 30 | Cn1c(C(=O)NCCN2CCc3ccccc3C2)cc2c(=O)[nH]c3ccccc3c21
i | 318 | CCn1c(=O)cc(C(=O)OC)sc1=Nc1ccc(F)c(F)c1

Compound profiles, as listed above. Values in the order: mHtt clearance, mHtt clearance grain fraction
CCn1c(=O)cc(C(=O)OC)sc1=Nc1ccc(F)c(F)c1 reads i, 318
CC(C)CSc1nc(N2CCOCC2)c2c(c1C#N)CC(C)(C)SC2 reads -9, 44

Next part:
mHtt clearance | mHtt clearance grain fraction | structure
-46 | 23 | O=C(CS(=O)(=O)Cc1ccccc1)N1CCN(Cc2ccc3c(c2)OCO3)CC1
-3 | 38 | Cc1oc(-c2ccccc2Cl)nc1CSCC(=O)NC1CC1
-60 | 26 | O=C1C2C3C=CC(C3=C(c3ccccc3)c3ccccc3)C2C(=O)N1Cc1ccccc1 (stereo not given)
-36 | 26 | COC(=O)CN(c1ccc(OC)cc1)S(=O)(=O)c1ccc(OC)c(OC)c1
-69 | 54 | COc1ccc(CNc2nn[nH]n2)cc1OC
-8 | 21 | Cc1[nH]n(C(N)=S)c(=O)c1N=Nc1ccc(S(=O)(=O)N2CCCCCC2)cc1
-50 | 26 | COc1ccc(Cl)cc1NC(=O)c1ccccc1C
-12 | 34 | CCOP(=O)(OCC)c1nc(/C=C/c2ccccc2)oc1NCc1ccc(OC)cc1
23 | 26 | Cc1ccccc1S(=O)(=O)NC1OC(=O)C(Cl)=C1Cl (stereo not given)
12 | 32 | COc1ccccc1NC(=O)C1=C(C)Nc2nnnn2C1c1cc(Br)ccc1OC (stereo not given)
-21 | 25 | CCC(NC(=O)Nn1cnnc1)(C(F)(F)F)C(F)(F)F
46 | 10 | Cc1csc(NC(=O)CCn2c(=O)oc3ccccc32)n1
-3 | 37 | C=CCNS(=O)(=O)c1cccc2cc(C(=O)O)c(O)cc12
-28 | 25 | COc1cc(S(=O)(=O)Nc2ccccn2)ccc1F
4 | 21 | Cc1ccc(S(=O)(=O)N(CC(=O)N2CCc3ccccc3C2)c2cccc(Cl)c2)cc1
12 | 17 | S=C(c1ccc2c(c1)OCO2)N1CCCC1
14 | 30 | O=C(NC(NC1CCS(=O)(=O)C1)C(=O)c1ccccc1)c1ccc(Cl)cc1 (stereo not given)
-18 | 20 | CCn1c(SCC(=O)Nc2nc(-c3ccccc3)cs2)nnc1-c1ccccc1O
60 | 6.7 | COCCn1nnnc1C(C(C)C)N(Cc1cccnc1)Cc1ccccc1Cl (stereo not given)
-2 | 20 | COc1cccc(C2NC(=O)c3ccccc3O2)c1OC (stereo not given)
7 | 18 | CCn1c(Cc2ccccc2)nnc1SCC(=O)Nc1ccc(S(N)(=O)=O)cc1
55 | 9.2 | COc1ccccc1C(=O)n1nc(-c2ccccc2)nc1NCc1ccco1
4 | 37 | COc1ccc(Cn2c(=O)sc3ccccc32)cc1
-3 | 19 | COc1ccc(NC(=O)Nc2cc(C)ccc2OC(F)F)c(OC)c1
9 | 18 | CC(=O)Nc1ccc(NC(=O)C2CCN(c3c(Cc4ccccc4)c(C)nc4ncnn34)CC2)cc1
12 | 17 | COc1ccc(C2C(C(=O)N3CCN(c4ccccn4)CC3)CC(=O)N2c2ccc(OC)cc2)cc1 (stereo not given)
57 | 8.9 | CCOC(=O)C1CCN(S(=O)(=O)c2cccc(-c3cn4cccnc4n3)c2)CC1
-44 | 58 | CC(C)COCC1CC2(CC(C)(c3csc(N)n3)OC2=O)C(=O)O1 (stereo not given)
-44 | 55 | O=C(NCCCCc1ccccc1)C12CN(Cc3ccccc3)CC1C(c1ccc([N+](=O)[O-])cc1)=NO2 (stereo not given)
-20 | 45 | O=Cc1cccc(OC(=O)c2ccc(Cl)cc2Cl)c1
-238 | 152 | CCCc1nnc(NC(=O)CCC(=O)O)s1
40 | 11 | COc1ccc(NC(=O)CCC2COc3ccccc3O2)c(OC)c1 (stereo not given)
-4 | 40 | O=C(CN1CCN(CC(=O)Nc2ccccc2Cl)CC1)Nc1ccc2c(c1)OCCO2
-50 | 54 | Cc1cccc(NC(=O)C2CCN(S(=O)(=O)c3cccc4nsnc34)CC2)n1
48 | 10 | O=S(=O)(c1ccccc1)N1c2cc(Cl)ccc2Oc2nc3ccccc3nc21
30 | 15 | O=C(COc1ccc(Cl)cc1Cl)Nc1nc2n(n1)C(c1ccccc1)CC(=O)N2 (stereo not given)
-7 | 40 | COc1ccc(-n2c(=O)c3c4c(sc3n3c(C)nnc23)CCCC4)cc1
15 | 32 | CCOc1ccc(-n2c(SCC(=O)NC(C)CC)nc3n[nH]c(C)c3c2=N)cc1 (stereo not given)
3 | 36 | CC(=O)c1ccc(OCC(=O)NC2CCS(=O)(=O)C2)cc1 (stereo not given)
44 | 20 | Cc1ccc(-c2noc(CCC(=O)N3CCCC3)n2)cc1
61 | 14 | CC1=C(C(=O)OC(C)C)C(C)NC(=O)N1 (stereo not given)
-39 | 27 | CCOCc1nnc(NC(=O)c2ccco2)s1
-28 | 46 | CCCCCOC(=O)NCCOC(=O)Nc1ccc(C(=O)OCC)cc1
-12 | 21 | CCOC(=O)c1c(C)n(C)c2ccc(O)c(CN3CCCCC3)c12
-18 | 28 | Cc1cc(=O)oc2cc(OCC3CC(c4ccccc4)=NO3)ccc12 (stereo not given)
6 | 40 | Cc1cc(=O)oc(C)c1C(=O)NCCN1CCOCC1
11 | 38 | COc1ccccc1NC(=O)N1CCCC1C(=O)NCc1ccc(F)cc1 (stereo not given)
6 | 35 | COc1ccc(-c2cc(C(F)(F)F)nc(N3CCCCCC3)n2)cc1
-20 | 22 | CC(C)CCNS(=O)(=O)c1ccc(-c2ccc(S(=O)(=O)NCCC(C)C)cc2)cc1
-62 | 65 | O=C(Nc1cccnc1)c1ccccc1F

These rows are one share of the data (hit frequency here may not be typical).
